Source: PubChem BioAssay
IL-2 act – qHTS of IL-2 Activators | IL-2 activation reporter assay, cell-based qHTS; stimulated with anti-CD3/CD4/CD28 beads; in transgenic mouse T cells | activation, % (series mostly up to about 46 µM) | hit rate 0.065% among 360,000; in the data active = activation above about 50%; inconclusive = mostly about 30% to 49%; note: 0% is about no effect
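Screening format: compound pinned onto unstimulated transgenic mouse T cells, 60 min incubation, then anti-CD3/anti-CD4/anti-CD28 bead stimulation for 18 hours at 37 degrees C, followed by EGFP and DsRed detection.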
Nrf2 block – Nrf2 qHTS screen for inhibitors; hit rate 2.1% among 360,000; A549 ARE-Fluc reporter, luciferase luminescence, 18-24 h; Potency, µM (series often up to 46 µM), for the others: top-dose activity change, negative = inhibition, hits mostly inhibitors; note: potency is the fitted concentration of half-maximal effect; % is set by controls: 0 for no effect and ±100 for the full control effect; nearly all actives have a fitted effect of over 60% in size
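Cells were seeded and rested 2 h, then exposed to compounds for 18-24 h. CellTiter-Fluor was read first as a viability measure. BugLite was added 15 min before the final luminescent read of ARE-luciferase activity in A549 cells.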
ATXN viability – Viability Counterscreen for Primary qHTS for Inhibitors of ATXN expression. S2 cells (HEK-293 line with an ATXN2-luciferase reporter) viability, CellTiter-Fluor protease fluorescence, 24 h. Potency, µM (titrated, usually from 56.7 µM), hits mostly cytotoxic. hit rate 0.49% among 400,000. AID 651635, 2014; note: potency is the fitted concentration of half-maximal effect; nearly all actives have a fitted effect of over 40% in size
HepG2 viability – qHTS for Inhibitors of TGF-b: Cytotox Counterscreen | HepG2 CAGA-GFP viability, ATP luminescence, 18 h | Potency, µM (series often up to 46.1 µM), without a hit: at the top dose activity change, negative = cytotoxicity, actives largely listed as cytotoxic | hit rate 0.76% among 410,000 | AID 588856, 2011; note: potency is the fitted concentration of half-maximal effect; some results filed as inactive show a strong effect at the top dose
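HepG2 CAGA-GFP cells (1000/well, DMEM with 1% FBS) received compound, then TGF-beta at 500 pg/mL final, and were incubated 18 hours at 37 degrees C. Viability was read by CellTiter-Glo luminescence. Media-only wells were set as complete cell-killing and DMSO as no toxicity.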
TGFb inhibitor – qHTS for Inhibitors of TGF-b; Potency, µM (top dose mostly 46.1 µM), for inactives: top-dose activity, negative = inhibition, usual class: inhibitors; HepG2 CAGA-GFP TGF-b/SMAD3 reporter, GFP fluorescence, 18 h; TGF-beta stimulated, 500 pg/mL final; hit rate 1.2% among 410,000; note: potency is the fitted concentration of half-maximal effect; % is set by controls: 0 for no effect and ±100 for the full control effect; nearly all actives have a fitted effect of over 65% in size
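Read-out: total well GFP (ex488/em500-530) summed from mean per-cell fluorescence. Cells: HEPG2 CAGA-GFP, 1% FBS DMEM, 18 h at 37 degrees C with 500 pg/mL final TGF-beta. Unstimulated wells served as the full-inhibition control; stimulated DMSO wells = 0%.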
A549 tox – Nrf2 qHTS screen for inhibitors: counterscreen for cytotoxicity; A549 ARE-Fluc cells, CellTiter-Fluor viability, 18-24 h; Potency, µM (top dose mostly 46 µM), for inactives: top-dose activity change, negative = cytotoxicity, most hits filed as inhibitors; hit rate 0.16% among 390,000; AID 504648, 2011; note: potency is the fitted concentration of half-maximal effect; % is set by controls: 0 for no effect and ±100 for the full control effect
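A549 ARE_Fluc cells in 5% FBS OPTI-MEM were exposed to compounds in concentration-response for 18-24 h at 37 deg C. Viability was read by CellTiter-Fluor fluorescence (Ex 405/Em 525) after 30 min, before the luciferase read.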
Nrf2 ARE act – qHTS of Nrf2 Activators; AREc32 ARE-luciferase reporter (MCF7-derived line), luminescence, 24 h; Potency, µM (top dose mostly 46.1 µM), for inactives: at the highest dose activation, hits mostly activators; hit rate 0.31% among 410,000; note: potency is the fitted concentration of half-maximal effect; % of control where 0% means no effect; nearly all actives have a fitted effect of over 65% in size
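AREc32 cells carrying an ARE-driven firefly luciferase, 1000 cells/well in OPTI-MEM with 5% FBS, dosed after overnight attachment and incubated 24 hr at 37 deg C. Steady-Glo luminescence read after 30 min at RT.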
ATXN2 expr inh – Primary qHTS for Inhibitors of ATXN expression; HEK-293 ATXN2-luciferase reporter, luminescence, 24 h; Potency, µM (top dose mostly 57 µM), without a hit: top-dose activity change, negative = inhibition, hits mostly inhibitors; hit rate 0.72% among 360,000; AID 1745845, 2022; note: potency is the fitted concentration of half-maximal effect; % is set by controls: 0 for no effect and ±100 for the full control effect; nearly all actives have a fitted effect of over 55% in size
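qHTS (up to 57 uM final) was run with 24 h compound exposure of reporter cells at 37 °C. Each well was multiplexed: SteadyGlo luminescence measured ATXN2-luciferase expression after a fluorogenic Gly-Phe-AFC viability readout (25 uM final).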
EPAC2 agonist – qHTS for Agonist of cAMP-regulated guanine nucleotide exchange factor 4 (EPAC2): primary screen; Rap guanine nucleotide exchange factor 4 (Homo sapiens), Q8WZA2; EPAC2 activation, biochemical qHTS; response scale: 100% = 6.5 mM cAMP response; Potency, µM (titrated, usually from 154 µM), without a hit: top-dose activation, actives largely listed as activators; hit rate 0.079% among 360,000; note: potency is the fitted concentration of half-maximal effect; nearly all actives have a fitted effect of over 50% in size
Target sequence (Q8WZA2 whole entry, looked up): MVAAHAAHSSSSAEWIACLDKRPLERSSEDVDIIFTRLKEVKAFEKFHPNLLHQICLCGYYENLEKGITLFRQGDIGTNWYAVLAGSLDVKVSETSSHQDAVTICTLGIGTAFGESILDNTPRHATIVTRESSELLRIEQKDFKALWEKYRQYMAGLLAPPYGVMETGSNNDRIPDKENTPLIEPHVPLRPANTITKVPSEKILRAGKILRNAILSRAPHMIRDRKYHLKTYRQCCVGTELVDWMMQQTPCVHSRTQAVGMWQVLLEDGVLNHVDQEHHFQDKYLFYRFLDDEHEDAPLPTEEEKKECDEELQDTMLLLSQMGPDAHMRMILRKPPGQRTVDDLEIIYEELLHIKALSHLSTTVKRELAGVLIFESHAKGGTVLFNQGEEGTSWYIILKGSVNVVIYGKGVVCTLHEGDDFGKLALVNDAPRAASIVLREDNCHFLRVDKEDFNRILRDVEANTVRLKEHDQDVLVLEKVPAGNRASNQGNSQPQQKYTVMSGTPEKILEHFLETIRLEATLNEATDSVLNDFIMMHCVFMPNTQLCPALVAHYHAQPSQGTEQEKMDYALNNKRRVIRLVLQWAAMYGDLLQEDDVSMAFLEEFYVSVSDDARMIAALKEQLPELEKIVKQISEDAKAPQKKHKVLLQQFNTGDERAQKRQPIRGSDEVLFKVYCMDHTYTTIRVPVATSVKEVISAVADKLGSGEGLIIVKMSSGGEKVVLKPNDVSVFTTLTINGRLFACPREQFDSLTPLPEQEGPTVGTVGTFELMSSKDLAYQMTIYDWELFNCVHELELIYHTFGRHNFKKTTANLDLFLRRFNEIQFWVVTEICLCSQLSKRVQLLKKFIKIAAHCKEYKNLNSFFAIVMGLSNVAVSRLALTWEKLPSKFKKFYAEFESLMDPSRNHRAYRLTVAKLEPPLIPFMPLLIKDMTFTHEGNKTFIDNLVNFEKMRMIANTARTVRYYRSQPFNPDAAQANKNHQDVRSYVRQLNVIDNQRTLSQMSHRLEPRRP
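qHTS, titration series. 100 nM EPAC2 / 250 nM Rap1B-BODIPY-GDP / 50 uM GDP; RT; ex 480/em 540 nm, 5-min reads to 30 min. Norm. to 6.5 mM cAMP = activation.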
Active calls of the source: *; i = inactive; u = inconclusive; x = not tested or not shown; [ ] = another dose, or the depositor's remark. Unless noted, calls come from the whole dose curve; as a rule, active = well fitted curve in the direction sought with a large enough effect; inconclusive = small, poorly fitted or top-dose-only effect, or another doubt; inactive = no such curve, though single readings can be large; an effect the other way counts as inactive or inconclusive.

SMILES	IL-2 act	Nrf2 block	ATXN viability	HepG2 viability	TGFb inhibitor	A549 tox	Nrf2 ARE act	ATXN2 expr inh	EPAC2 agonist
CC(C)CC(=O)Nc1cccc(-c2csc(-c3ccccc3)n2)c1	0.0	u	i	-38%	u	-14%	8.9%	6%	7%
NS(=O)(=O)c1ccc(NS(=O)(=O)c2ccc3c(c2)OCCO3)cc1	-1.2	-21%	i	-3%	-3%	-1%	-0.5%	5%	-3%
COc1cccc(CC(=O)N2CCN(S(=O)(=O)c3ccc(Br)cc3)CC2)c1	-0.7	-22%	i	2%	-9%	13%	0.0%	-2%	4%
O=C(COc1ccccc1[N+](=O)[O-])NNC(=O)Nc1cccc2ccccc12	2.3	u	u	-2%	-7%	-4%	14µM*	x	8%
Cc1ccc(CNc2ccc(N3CCOCC3)c(C(=O)O)c2)s1	0.3	u	i	-23%	18%	x	-0.1%	4%	6%
Cc1cc(=O)c2c(C)ccc(C)c2[nH]1	-2.6	-20%	i	-1%	-9%	-1%	-1.1%	x	5%
CCOC(=O)C1CCN(C(=O)c2ccccc2NS(=O)(=O)c2ccccc2)CC1	-2.5	2%	i	-14%	u	-16%	0.1%	1%	-2%
CCCCCCCCOC(=O)c1c(CSC(=N)N)n(C)c2cc(Br)c(OC(C)=O)cc12	-1.2	u	32µM*	11µM*	u	4%	-3.5%	x	-4%
COc1ccc(/C=C/C(=O)Nc2sc3c(c2C(N)=O)CCC(C)C3)cc1OC (configuration not stated)	x	-15%	u	-4%	20%	-4%	-0.9%	-13%	x
CC(=O)Nc1ccc(S(=O)(=O)N2CCN(c3ccc(C)c(C)c3)CC2)cc1	x	-25%	i	-2%	-2%	11%	0.0%	0%	x
O=C(NCCc1nc2ccccc2n1CCCOc1ccccc1Cl)C1CCCCC1	x	u	x	-14%	-20%	-18%	x	x	x
O=C(NCc1ccccn1)c1[nH]c(C(F)(F)F)nc1-c1ccccc1	-0.1	x	i	-6%	4%	x	0.3%	-9%	8%
Cc1ccc(NC(=S)NC(=O)c2cccs2)cc1F	-0.4	u	i	-27%	0%	2%	u	37%[activator]	-2%
O=C(Nc1ccccc1Oc1ccccc1)c1cnccn1	-1.8	9%	i	-2%	-4%	u	-0.4%	4%	8%
O=C(NC(=S)NC(c1ccccc1)c1ccncc1)c1ccccc1 (configuration not stated)	-0.7	u	i	-33%	6%	u	2.0%	-16%	16%
Cc1ccc(CNC(=O)CCCn2nc(C)n3ccnc3c2=O)cc1	-1.4	-11%	i	-11%	16%	5%	0.4%	-4%	1%
O=C(CCN1C(=O)C2CCCCC2C1=O)Nc1nc2ccc(F)cc2s1 (configuration not stated)	1.8	u	i	21%	-12%	2%	3.8%	31%[activator]	7%
N#C/C(=C/c1ccc(N2CCOCC2)o1)C(=O)N1CCOCC1	-0.2	19%	i	-12%	24%	-10%	2.5%[9.22 µM]	32%	11%
CCOC(=O)C1(CC2CCCCO2)CCN(C2CCSCC2)CC1 (configuration not stated)	-3.0	2%	u	-7%	2%	4%	0.1%	-30%	9%
COc1cc(C(c2nnnn2C2CCCC2)N2CCN(C)CC2)cc(OC)c1OC (configuration not stated)	-1.5	x	i	-16%	u	-4%	-0.3%	-5%	9%
COCCN(Cc1ccccc1)C(=O)c1ccc(C(=O)c2ccccc2)cc1	0.0	-20%	x	35%	24%	5%	3.8%	x	3%
O=C(NCCCc1ccc(F)cc1)C1CCC(=O)N(CCN2CCOCC2)C1 (configuration not stated)	0.1	6%	i	7%	16%	-5%	-0.2%	11%	0%
Cc1ccc2c(CC(=O)Nc3cccc(S(=O)(=O)N4CCOCC4)c3)coc2c1	-0.4	u	i	29%	-15%	-14%	2.5%	-8%	15%
Cc1cc(C(O)c2ncc(-c3cccc4ccccc34)[nH]2)ccc1F (configuration not stated)	0.9	x	i	-27%	u	x	0.1%	-19%	1%
CC(=O)NC1=NN(C(C)=O)C(C)(CCS(=O)(=O)c2ccc(Cl)c(Cl)c2)S1 (configuration not stated)	1.1	-2%	u	-2%	0%	-10%	-0.4%	6%	-2%
CCCCNC(=O)N1CCN(C/C=C/c2ccccc2)CC1	0.5	-5%	i	2%	-2%	1%	-0.1%	-1%	9%
CC(C)Cn1c(=O)c2ccccc2n2c(CCC(=O)N3CCN(c4ccccc4)CC3)nnc12	x	-18%	x	4%	-28%	-10%	0.0%	x	x
Cc1ccc(NC(=O)COc2cccc(C)c2C)cc1S(=O)(=O)N1CCCCCC1	-2.5	26µM*	i	2%	u	-10%	0.2%	-18%	13%
O=C(COC(=O)c1cc(Cl)ccc1Cl)NC1CCCC1	-0.2	0%	i	-2%	-3%	2%	1.0%	10%	3%
Cc1ccc(NC(=O)C2CCN(S(=O)(=O)c3ccc(F)cc3)CC2)cc1	3.6	-33%	u	0%	6%	-1%	0.5%	-8%	8%
O=C(NCc1ccc(Cl)s1)C1CCC(=O)N(CCc2ccccn2)C1 (configuration not stated)	-1.0	4%	i	8%	9%	6%	0.1%	-2%	9%
N#Cc1c(SCC(=O)Nc2cccc(C(F)(F)F)c2)sc2c(O)cc(=O)[nH]c12	0.7	13%	i	2%	-3%	1%	-0.7%	29%	-4%
COc1ccc(NC(=O)C2CC(=O)OC23CCOC(C)(C)C3)cc1 (configuration not stated)	-0.8	-13%	i	-2%	-2%	-17%	-0.4%	4%	4%
COCCN(CC(=O)Nc1cccc(C)c1C)C(=O)CN1C(=O)NC2(CCCCC2)C1=O	0.1	-1%	i	0%	2%	0%	-0.2%	x	4%
Cc1ccc(S(=O)(=O)N[C@H](C(=O)N2CCC(C(=O)NCC(=O)O)CC2)C(C)C)cc1	-0.2	-12%	i	-4%	3%	3%	3.7%	-6%	7%
CCOCCCNC(=S)N1CCC(NC(=O)C2CCCCC2)CC1	-0.2	-2%	i	4%	5%	2%	-0.2%	-7%	1%
O=C(c1ccco1)N1CCN(Cc2cccnc2)CC1	0.0	7%	i	9%	0%	-5%	-1.2%	7%	3%
CC(C)NC(=O)N(C)C[C@@H]1OCc2ccccc2-c2c(n(C)c3ccccc23)C(=O)N([C@@H](C)CO)C[C@@H]1C	-3.6	x	i	0%	3%	x	-0.1%	-12%	2%
CCOC(=O)c1c(C)[nH]c(CCC(=O)Nc2cc(Cl)ccc2OC)c1C	x	x	x	-12%	u	-2%	4.6%	x	x
CCOC(=O)N1CCN(C(=O)COc2cc(=O)n(CC)c3ccccc23)CC1	-1.6	-3%	i	-24%	-2%	x	3.1%	16%	2%
Cc1nn(C)c2c1c(-c1ccccc1)cc(=O)n2Cc1ccc(Cl)cc1	x	-19%	i	-45%	3%	17%	3.0%	9%	x
CC(C)(C)OC(=O)NCc1ccc(NC(=O)c2nc[nH]c2C(=O)N[C@@H](Cc2ccccc2)C(=O)OC(C)(C)C)cc1	-0.5	u	i	0%	u	-4%	-0.2%	-21%	-16%
O=S(=O)(c1ccccc1)N1CCN(C2CCCCCCC2)CC1	2.8	-1%	i	-12%	-3%	-3%	0.1%	5%	-3%
CSc1nc2sc3c(c2c(=O)n1-c1ccccc1C)CCCC3	x	x	i	-6%	u	0%	1.9%	-11%	x
Cc1ccnc(N2C(=O)c3cccc4c([N+](=O)[O-])ccc(c34)C2=O)c1	3.4	-6%	x	-109%	u	u	20%	u	-2%

Among those listed so far, these have bromine:
SMILES	IL-2 act	Nrf2 block	ATXN viability	HepG2 viability	TGFb inhibitor	A549 tox	Nrf2 ARE act	ATXN2 expr inh	EPAC2 agonist
COc1cccc(CC(=O)N2CCN(S(=O)(=O)c3ccc(Br)cc3)CC2)c1	-0.7	-22%	i	2%	-9%	13%	0.0%	-2%	4%
CCCCCCCCOC(=O)c1c(CSC(=N)N)n(C)c2cc(Br)c(OC(C)=O)cc12	-1.2	u	32µM*	11µM*	u	4%	-3.5%	x	-4%

Additional entries:
SMILES	IL-2 act	Nrf2 block	ATXN viability	HepG2 viability	TGFb inhibitor	A549 tox	Nrf2 ARE act	ATXN2 expr inh	EPAC2 agonist
COc1cc(NS(=O)(=O)c2cc3[nH]c(=O)[nH]c3cc2C)cc(OC)c1OC	x	x	x	-22%	-15%	6%	-0.8%	x	x
O=C1c2ccccc2C(=O)N1CCN1CCOCC1	-0.8	8%	i	5%	23%	5%	-0.6%	4%	-2%
O=C(Nc1ccccc1NC(=O)c1ccccc1Cl)c1ccccc1Cl	-0.7	12%	i	-16%	-2%	0%	-0.2%	-7%	0%
COc1ccccc1C1NC(=O)NC(C)=C1C(C)=O (configuration not stated)	-2.3	0%	i	16%	-5%	-7%	0.4%	1%	8%
COC(=O)CSc1nc(NC(C)C)nc(N(C)C)n1	-1.1	-6%	i	-2%	-1%	-4%	2.0%	11%	-2%
COc1ccc(CNC(=O)c2ccc3c(c2)N(Cc2ccccc2F)C(=O)c2ccccc2S3=O)cc1 (configuration not stated)	x	-20%	i	-20%	u	-2%	-1.1%	-7%	x
COc1ccc(Cl)cc1NC(=O)CN(C)C(=O)CN1C(=O)NC2(CCCC2)C1=O	-1.7	8%	i	-2%	-3%	3%	0.3%	-5%	0%
CCOC(=O)c1ccc(S(=O)(=O)N2CCN(C(=O)c3cc4ccccc4o3)CC2)cc1	-1.7	-16%	i	6%	-11%	-1%	-0.4%	-13%	-11%
